Bioassay records (PubChem)
miR122 inh – miR-122 inhibition in Huh7 cells; activation (reporter increase), % at 12.5 µM; 340,000 tested, 0.3% active; Huh7 miR-122 Renilla luciferase sensor, 48 h; neutral wells = 0, positive control = 100;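 active means mean replicate activation score at least 90 and every replicate individually at or above 90; inconclusive means only one of the two criteria met; inactive means neither criterion met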;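 further: higher luciferase means less miR-122 activity so hits act as miR-122 inhibitors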
PglD DTNB – PglD (C. jejuni) enzyme inhibition; 360,000 tested, 0.098% active; purified PglD enzyme, DTNB colorimetric CoA detection; inhibition, % at 12.5 µM; in the data active means inhibition above about 16%, passing the limit was not always enough; inconclusive means no clear call, values can overlap the other calls; further: strong numbers were not always called active
ERAP1 HTS inh – blocks human ERAP1 aminopeptidase activity. 340,000 tested, 0.15% active. AID 652197. recombinant ERAP1, Leu-AMC fluorescence, 60 min. inhibition, % at 10.7 µM;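 active means mean replicate inhibition of at least 30%, or all replicates individually reaching that 30% level; inactive means mean below 30% and not every replicate reaching it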;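 further: 0% = neutral control wells and 100% = L-leucinethiol positive control wells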
RAD54 branch – inhibitors of human RAD54 branch migration; Q92698; RAD54 Holliday junction branch migration, FAM/BHQ fluorescence; inhibition, % at 10.4 µM; 360,000 tested, 0.14% active; AID 602329;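 active means mean normalized replicate activity at least 40 and at least half of replicates scoring 40 or more; inconclusive means only one of the two criteria met; inactive means mean below 40 and under half of replicates reaching 40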;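 further: 0% = median of neutral control wells and 100% = median of positive control wells; inhibitors cause a drop in the FAM fluorescence signal; in these data hits start at about 50%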
RAD52 inh – blocks human RAD52 DNA annealing | P43351 | recombinant RAD52 DNA annealing, FRET fluorescence | inhibition, % at 18.7 µM | 360,000 tested, 0.46% active | AID 651710;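 active means every replicate showing at least 50% inhibition; inconclusive means mean inhibition at least 50% but not in every replicate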
Target sequence (P43351 whole entry, looked up): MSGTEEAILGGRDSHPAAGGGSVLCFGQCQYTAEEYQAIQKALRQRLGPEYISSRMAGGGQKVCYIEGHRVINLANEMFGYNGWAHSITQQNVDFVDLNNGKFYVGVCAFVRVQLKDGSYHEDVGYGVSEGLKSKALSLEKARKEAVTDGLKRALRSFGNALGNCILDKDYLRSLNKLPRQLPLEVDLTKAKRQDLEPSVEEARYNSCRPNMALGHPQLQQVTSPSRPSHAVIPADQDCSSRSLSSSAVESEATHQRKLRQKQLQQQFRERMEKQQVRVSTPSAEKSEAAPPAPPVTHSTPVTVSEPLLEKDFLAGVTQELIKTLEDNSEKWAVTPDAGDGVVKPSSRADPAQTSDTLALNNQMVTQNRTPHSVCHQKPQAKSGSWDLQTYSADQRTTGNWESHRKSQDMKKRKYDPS
E-selectin induc – E-selectin induction on HUVECs | 260,000 tested, 0.37% active | P16581 | HUVEC E-selectin immunofluorescence imaging; normalized: neutral wells 0, TNF-alpha wells 100 | activation, % at 7.58 µM;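 active means mean E-selectin-positive cell signal at least 10% of the positive control, reached in at least 60% of replicates, without over 20% cell loss; inconclusive means no rule given, readout overlaps actives, possibly toxicity-flagged; inactive means the rest, including those meeting only one limit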;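 further: in these data hits start at about 27%; measured in HUVEC primary endothelial cells; signal is the percent of cells scored E-selectin positive by PE staining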
Target sequence (P16581 whole entry, looked up): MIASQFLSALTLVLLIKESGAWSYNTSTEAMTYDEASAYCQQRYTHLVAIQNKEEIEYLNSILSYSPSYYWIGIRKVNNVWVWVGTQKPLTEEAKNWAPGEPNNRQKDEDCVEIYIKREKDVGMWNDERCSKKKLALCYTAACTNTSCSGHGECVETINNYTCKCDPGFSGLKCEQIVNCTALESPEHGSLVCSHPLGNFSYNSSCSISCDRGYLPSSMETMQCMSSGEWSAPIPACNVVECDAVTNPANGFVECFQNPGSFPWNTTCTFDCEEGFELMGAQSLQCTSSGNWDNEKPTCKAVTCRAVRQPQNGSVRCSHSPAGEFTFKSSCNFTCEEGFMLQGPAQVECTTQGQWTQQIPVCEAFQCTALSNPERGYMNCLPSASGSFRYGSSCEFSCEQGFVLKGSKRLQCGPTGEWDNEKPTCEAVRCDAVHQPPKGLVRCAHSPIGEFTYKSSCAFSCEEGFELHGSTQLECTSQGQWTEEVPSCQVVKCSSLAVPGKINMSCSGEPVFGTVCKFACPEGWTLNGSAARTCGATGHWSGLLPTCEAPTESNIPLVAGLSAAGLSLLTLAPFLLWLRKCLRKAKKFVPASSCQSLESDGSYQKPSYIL
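Test system: HUVEC | Signal: Immunofluorescence imaging | Read-out: Percent E-selectin-positive cells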
Cneo AK release – Cryptococcus neoformans lysis via adenylate kinase release. lysis activity, % at 15 µM. C. neoformans lysis, adenylate kinase release luminescence, 4 h; normalised: neutral wells 0, clomiphene wells 100. 360,000 tested, 0.2% active;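 active means mean lysis activity across replicates of at least 80%, whatever share of replicates individually reach that level; inactive means mean lysis activity below 80%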
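Schedule: static 4 h at 37 °C with compound, 1 h detection; system: C. neoformans cells; benchmarks: Clomiphene as positive control; buffer or medium: fresh YPD medium; measure: luminescence rise reflecting yeast cell lysis; measured by: luminescent adenylate kinase detection reagent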
PGC1a acetyl inh – modulators of PGC1a acetylation. U2OS PGC1a acetylation, AlphaScreen anti-acetyl-lysine; with virally co-expressed GCN5 acetyltransferase. inhibition, % at 15.6 µM. 350,000 tested, 0.17% active;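 active means every replicate shows inhibition of at least 40%; inconclusive means mean inhibition at least 40% but some replicate below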;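 further: 0% = neutral control wells and 100% = positive control wells; some results beyond the cut were filed as inactive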
Numbers without * were called inactive; ? = inconclusive; nt = not tested or not shown; & = joins results of further samples; [ ] = dose if it differs, or a comment.

SMILES	miR122 inh	PglD DTNB	ERAP1 HTS inh	RAD54 branch	RAD52 inh	E-selectin induc	Cneo AK release	PGC1a acetyl inh
Cc1cc([N+](=O)[O-])nn1CC(=O)NC(C)c1ccccc1 (stereo not given)	-6	12	2	-7	-6	nt	3	11
COc1cc(CCCN2C(N)=NC[C@@H]2c2ccccc2)cc(OC)c1OC	2	-2	-2	1	3	-0.2	7	nt
CCCNC(=O)N(C)C[C@H]1Oc2cc(-c3ccccc3)ccc2S(=O)(=O)N([C@@H](C)CO)C[C@H]1C	5[16.7 µM]	2	1	7	2	?	3	-5
O=C(NC1CCCC1)C(c1cccs1)N(Cc1ccco1)C(=O)Cn1nnc(-c2cccs2)n1 (stereo not given)	2	7	-1	-13	-13	nt	7	-12
COc1ccccc1-c1c(C)oc2c(CN3CCN(C)CC3)c(O)ccc2c1=O	-6	1	nt	-7	nt	nt	0	nt
COc1cccc(NC(=O)CN2CCN(S(=O)(=O)c3ccc(C(C)C)cc3)CC2)c1	2	-1	nt	6	nt	nt	1	-8
COc1cccc(CC(Cc2nc3ccccc3[nH]2)c2nc3ccccc3[nH]2)c1 (stereo not given)	-2	-1	3	13	22	nt	-2	9
C[C@H]1CCCCO[C@H](CN(C)CC2CCCCC2)[C@@H](C)CN([C@@H](C)CO)C(=O)c2cc(NS(=O)(=O)c3ccccc3)ccc2O1	-1	-4&3	5&-3	11&15	5&28	nt	2&6	-3&-5
C[C@@H]1CN([C@H](C)CO)C(=O)Cc2cc(NC(=O)Cc3ccccc3)ccc2O[C@@H]1CN(C)S(=O)(=O)c1ccccc1	-6[16.7 µM]	1	3	5	-15	-0.1	0	9
COCC#Cc1ccc([C@H]2[C@@H](CO)N3C(=O)CN(C(=O)Nc4ccc(F)cc4)C[C@H]23)cc1	nt	nt	0	nt	-3	-0.3	nt	-1

Nine compounds already listed, ordered by SMILES length, lowest first.
SMILES	miR122 inh	PglD DTNB	ERAP1 HTS inh	RAD54 branch	RAD52 inh	E-selectin induc	Cneo AK release	PGC1a acetyl inh
Cc1cc([N+](=O)[O-])nn1CC(=O)NC(C)c1ccccc1 (stereo not given)	-6	12	2	-7	-6	nt	3	11
COc1cc(CCCN2C(N)=NC[C@@H]2c2ccccc2)cc(OC)c1OC	2	-2	-2	1	3	-0.2	7	nt
COc1ccccc1-c1c(C)oc2c(CN3CCN(C)CC3)c(O)ccc2c1=O	-6	1	nt	-7	nt	nt	0	nt
COc1cccc(CC(Cc2nc3ccccc3[nH]2)c2nc3ccccc3[nH]2)c1 (stereo not given)	-2	-1	3	13	22	nt	-2	9
COc1cccc(NC(=O)CN2CCN(S(=O)(=O)c3ccc(C(C)C)cc3)CC2)c1	2	-1	nt	6	nt	nt	1	-8
O=C(NC1CCCC1)C(c1cccs1)N(Cc1ccco1)C(=O)Cn1nnc(-c2cccs2)n1 (stereo not given)	2	7	-1	-13	-13	nt	7	-12
COCC#Cc1ccc([C@H]2[C@@H](CO)N3C(=O)CN(C(=O)Nc4ccc(F)cc4)C[C@H]23)cc1	nt	nt	0	nt	-3	-0.3	nt	-1
CCCNC(=O)N(C)C[C@H]1Oc2cc(-c3ccccc3)ccc2S(=O)(=O)N([C@@H](C)CO)C[C@H]1C	5[16.7 µM]	2	1	7	2	?	3	-5
C[C@@H]1CN([C@H](C)CO)C(=O)Cc2cc(NC(=O)Cc3ccccc3)ccc2O[C@@H]1CN(C)S(=O)(=O)c1ccccc1	-6[16.7 µM]	1	3	5	-15	-0.1	0	9

More structures
SMILES	miR122 inh	PglD DTNB	ERAP1 HTS inh	RAD54 branch	RAD52 inh	E-selectin induc	Cneo AK release	PGC1a acetyl inh
CN(C)CC(=O)Nc1ccc2c(c1)[C@H]1C[C@H](CC(=O)NC3CCCCC3)O[C@@H](CO)[C@H]1O2	0[16.7 µM]	-1	-1	12	15	0.2	52	5
COc1ccc(S(=O)(=O)N(C)C[C@H]2Oc3cc(C4=CCCC4)ccc3S(=O)(=O)N([C@@H](C)CO)C[C@@H]2C)cc1	13[16.7 µM]	1	-2	-6	-3	0.2	-6	-7
N#Cc1ccc(-c2ccc([C@@H]3[C@H](CO)N4CCCCN(S(=O)(=O)c5ccccc5)C[C@@H]34)cc2)cc1	7[16.7 µM]	2	-2	2	-30	0.1	-2	10
CCOC(=O)C1CCCN(C(=O)c2cc3cc(OC)c(OC)cc3[nH]2)C1 (stereo not given)	-6	-2	0	-7	-8	-0.1	-4	-9
CCNC(=O)C[C@@H]1CC[C@H]2[C@H](COc3ccc(NC(=O)Nc4cccc(F)c4)cc3C(=O)N2C)O1	4[16.7 µM]	-2	2	-9	-1	0.0	0	-1
O=C(O)c1ccc(C2SCC(=O)N2Cc2ccccc2)cc1 (stereo not given)	-3	2	nt	-2	nt	nt	-20	-4
COc1ccccc1NC(=O)C(=O)/C=C(\O)c1ccccc1	nt	nt	-2	nt	-10	-0.1	nt	-4
CN(C(=O)CSc1ncnc2sccc12)c1c(N)n(Cc2ccccc2)c(=O)[nH]c1=O	2	nt	0	nt	-2	0.3	nt	-2
C=CCC1NS(=O)(=O)O[C@H](CCCC)[C@@H]1O (stereo not given in full)	1	0	5	5	-19	0.1	0	-6
CCn1cc(C(=O)NC2CC(C)(C)Cc3c2cnn3-c2cccc(F)c2)cn1 (stereo not given)	1	3	-8	-1	-10	-0.1	-1	nt
CC(Nc1ccccc1N1CCCCC1)C(=O)N1CCc2ccccc21 (stereo not given)	-2	3	1	-3	-3	0.7	3	0
Cc1ccc(-c2csc(NCCn3c(-c4ccncc4)nc4ccccc43)n2)cc1	-8	-3	-2	-10	-7	-0.1	0	-16
COc1cccc(-c2nc(NC(C)(C)C)c3ccccc3n2)c1O	3	-4	nt	8	nt	nt	2	-15
Cc1ccc(-c2cc(C(=O)Nc3ccc(S(=O)(=O)Nc4ncccn4)cc3)c3ccccc3n2)cc1	-3	3	nt	-1	nt	nt	14	7
C[C@@H]1CN([C@H](C)CO)S(=O)(=O)c2ccc(C#Cc3ccccc3)cc2O[C@@H]1CN(C)C(=O)c1ccccn1	-18[16.7 µM]	0	4	8	-4	0.4	2	-12
CC(C)CC#Cc1ccc2c(c1)O[C@@H](CN(C)C(=O)C1CCC1)[C@@H](C)CN([C@@H](C)CO)S2(=O)=O	18[16.7 µM]	1	-3	-9	-3	2.6	3	-17
COc1ccc(C(=O)Nc2ccccc2C(=O)N/N=C/c2ccc(O)c(OC)c2)cc1	8	2	nt	-1	nt	nt	-15	7
Cc1ccccc1S(=O)(=O)N(C)C[C@H]1OCc2ccccc2-c2c(n(C)c3ccccc23)C(=O)N([C@H](C)CO)C[C@H]1C	nt	0	2	-3	5	2.2	0	-9
CC(=O)Oc1ccc(Cn2c(C)c(C(=O)NCCC#N)sc2=O)cc1	nt	0	nt	7	-21	nt	0	nt
CC(NC(=O)COc1ccccc1)C1COc2ccccc2O1 (stereo not given)	1	0	nt	-3	nt	nt	-1	-19
C[C@H]1CN([C@@H](C)CO)C(=O)Cc2cc(NC(=O)c3ccncc3)ccc2O[C@H]1CN(C)Cc1ccc2c(c1)OCO2	-3[16.7 µM]	3	0	22	1	0.0	7	3
C[C@@H]1CN([C@H](C)CO)C(=O)Cc2cc(NS(=O)(=O)c3ccccc3)ccc2O[C@@H]1CN(C)Cc1ccccc1	9[16.7 µM]	-3	0	-3	12	0.0	0	-5
C=CCn1nc(-c2ccccc2)c2c(C)onc2c1=O	-2	nt	1	nt	-14	-0.1	nt	nt
CC1CCN(c2nc3c(c(=O)n(C)c(=O)n3C)n2Cc2ccccc2)CC1	-2	9	8	-2	7	nt	-5	-2
O=C(CCN1C(=O)C2CCCCC2C1=O)N1CCN(S(=O)(=O)c2cccc(F)c2)CC1 (stereo not given)	nt	-2	1	2	-5	nt	0	nt
COC(=O)C1=C(C)N(Cc2ccccc2)C(=S)N[C@H]1c1cccc(C(F)(F)F)c1	11	-6	1	-2	-10	0.0	9	-25
CC(CC(=O)Nc1ccc(-c2ccno2)cc1)n1cccn1 (stereo not given)	-4	-7	-3	1	-71	nt	1	0
Nc1nc2c(nc(SCc3ccccc3Br)n2[C@@H]2O[C@H](CO)[C@@H](O)[C@H]2O)c(=O)[nH]1	nt	4	-3	4	-14	8.7	-2	-6
CCn1cc([N+](=O)[O-])c(C(=O)Nc2ccc3c(c2)OCCO3)n1	2	1	nt	-2	nt	nt	-2	5
O=C(NCCc1ccccc1)C(=O)NCC1OCCN1S(=O)(=O)c1ccc2c(c1)OCCO2 (stereo not given)	5	-3	3	-1	-23	-0.1	2	-5
C=CCSc1nnc(-c2cc3c(-c4ccccc4)nn(C)c3s2)n1C	-8	-4	nt	7	nt	nt	11	2
CC(=O)Nc1ccc(S(=O)(=O)N2CCN(C(=O)c3ncoc3-c3ccc(F)cc3)CC2)cc1	-14	-1	0	-9	-3	nt	-1	1
COc1ccc(S(=O)(=O)NCC2(N3CCOCC3)CCCCC2)cc1OC	14	5	-1	-9	-10	0.1	7	-6
Cc1onc(-c2c(Cl)cccc2Cl)c1C(=O)NCCCN1CCOCC1	-9	2	nt	2	nt	nt	1	-1
Cc1ccc(C(=O)Nc2ccc(S(=O)(=O)N3CCc4ccccc43)cc2)o1	19	-1	nt	8	nt	nt	-1	-13
CCOC(=O)c1sc(NC(=O)c2ccc(OC)cc2)nc1C	-3	5	1	-3	-13	nt	-3	9
O=C(Nc1ccc(O)cc1)C1CC=CCC1 (stereo not given)	3	-6	nt	6	nt	nt	0	nt
Cc1nn(CC(=O)O)c(C)c1C	-1	3	nt	0	nt	nt	1	-8
COc1cc(/C=C/C(=O)Nc2ccc(S(=O)(=O)Nc3ncccn3)cc2)ccc1OCC#N	-6	1	0	-12	-164	1.5	-1	0
COCc1nnc(SCC(=O)Nc2cccc(Cl)c2C)n1-c1ccccc1	-4	-4	nt	-4	nt	nt	0	-1
Cc1cccc(C)c1NC(=O)c1cc2c(=O)c3ccccc3oc2nc1C(F)(F)F	-7	6	nt	8	nt	nt	-4	nt
O=C(O)c1cc2cc(OCc3ccccc3)ccc2[nH]1	-1	-2	nt	-1	nt	nt	0	12
CCC(NS(=O)(=O)c1ccc2c(c1)NC(=O)C(C)C(=O)N2)c1cccs1 (stereo not given)	nt	1	3	4	-16	-0.1	0	nt
Cc1cc(C(=O)N2CCN(c3ncccn3)CC2)cs1	-4	3	nt	-14	nt	nt	-4	-10
CC(=O)Nc1ccc(S(=O)(=O)N2CCn3cccc3C2C)cc1 (stereo not given)	-9	-2	-4	4	-26	-1.4	-1	-5
Cc1sc(NC(=O)c2ccccc2)c(C(c2ccc(Cl)cc2)N2CCN(CCO)CC2)c1C (stereo not given)	?	-9	0	-2	-7	-0.3	-6	11
CCC(NC(=O)c1ccc(C#CC2(O)CCCCC2)cc1)C(=O)O (stereo not given)	nt	nt	2	nt	-14	-0.7	nt	10
N#CC(c1ccc(Cl)cc1)c1ccc(Cl)nn1 (stereo not given)	0	-5	nt	0	nt	nt	-1	-10
OCCN1CCN(c2cc(-c3ccc4ccccc4c3)nc3ccnn23)CC1	-5	2	-2	13	32	0.3	-2	6
COc1ccc(S(=O)(=O)N(C)C)cc1NC(=O)Cc1c[nH]c2ccccc12	nt	nt	-1	nt	-35	-0.3	nt	-8
CC1=C(C(=O)N(C)C)CC(CC(=O)NCCCN(C)C)C(=O)N1Cc1ccccc1 (stereo not given)	-3	-2	2	-3	-15	nt	0	-16
